GDH-TPI inh = inhibits GDH-TPI coupling enzymes, artifact for Mtb FBA screen. GDH-TPI coupled enzyme counterscreen, NADH absorbance. inhibition, % at 4.8 µM. 1.2% of 360,000 active; in the data active = inhibition above about 30%;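 note: 0% = DMSO wells and 100% = wells lacking the enzyme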
PfHsp40 rescue = compounds rescuing yeast from Plasmodium falciparum HSP40 toxicity | 0.68% of 340,000 active | AID 504582 | S. cerevisiae expressing PfHsp40, growth rescue, ATP luminescence | growth rescue, % at 12.5 µM; in the data active = growth rescue above about 28%, passing the limit was not always enough; inconclusive = no clear call, values can overlap the other calls;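 note: yeast W303a lacking pdr1 and pdr3 grown in galactose medium; growth measured after three days at 30 °C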
UGM FP inh = inhibitors of M. tuberculosis UDP-galactopyranose mutase | 0.06% of 320,000 active | inhibition, % at 10 µM | purified UGM, fluorescence polarization probe displacement | P9WIQ1 | AID 504406; in the data active = inhibition above about 10%, passing the limit was not always enough; inconclusive = no clear call, values can overlap the other calls
BH1578 lux ind = induces V. cholerae light production without autoinducers | V. cholerae BH1578 lux reporter, luminescence, 6 h | activation, % at 18.7 µM | 0.16% of 350,000 active | AID 588436; in the data active = activation mostly above about 9.7%, no sharp cut-off; inconclusive = no clear call, values can overlap the other calls; inactive = mostly below about 3.7%; note: not every result past the cut was called active; inactives centre near 0; reference of the scale not given here
Mtb BioA inh = BioA (M. tuberculosis) enzyme inhibition; purified M. tuberculosis BioA enzyme, plate reader; inhibition, % at 9.99 µM; 0.096% of 360,000 active; AID 602481; in the data active = inhibition above about 40%; inconclusive = no clear call, values can overlap the other calls
FBA Mtb inh = Mtb fructose-bisphosphate aldolase inhibition | P9WQA3 | purified M. tuberculosis FBA, fluorescence read-out | inhibition, % at 1 µM | 2.3% of 360,000 active; in the data active = inhibition above about 27%;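 note: 0% = vehicle and 100% = reference inhibitor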
Y pestis TopoI = inhibitors of Yersinia pestis topoisomerase I; AID 504884; Y. pestis Topo-I cleavage product accumulation, plate reader; activity, % at 10 µM; 0.064% of 360,000 active; in the data active = activity above about 50%, passing the limit was not always enough; inconclusive = no clear call, values can overlap the other calls; note: inactives centre near 2
FadD28 FP inh = blocks FadD28 binding to the bisubstrate probe | fluorescence polarization | inhibition, % at 12.5 µM | 0.22% of 360,000 active; in the data active = inhibition above about 8.5%, passing the limit was not always enough; inconclusive = no clear call, values can overlap the other calls
TcdB inh = inhibitors of Clostridioides difficile toxin B glycohydrolase; P18177; TcdB glycohydrolase enzymatic assay, plate reader; inhibition, % at 9.99 µM; 0.24% of 350,000 active; in the data active = inhibition above about 10%
Target sequence (P18177 whole entry, looked up): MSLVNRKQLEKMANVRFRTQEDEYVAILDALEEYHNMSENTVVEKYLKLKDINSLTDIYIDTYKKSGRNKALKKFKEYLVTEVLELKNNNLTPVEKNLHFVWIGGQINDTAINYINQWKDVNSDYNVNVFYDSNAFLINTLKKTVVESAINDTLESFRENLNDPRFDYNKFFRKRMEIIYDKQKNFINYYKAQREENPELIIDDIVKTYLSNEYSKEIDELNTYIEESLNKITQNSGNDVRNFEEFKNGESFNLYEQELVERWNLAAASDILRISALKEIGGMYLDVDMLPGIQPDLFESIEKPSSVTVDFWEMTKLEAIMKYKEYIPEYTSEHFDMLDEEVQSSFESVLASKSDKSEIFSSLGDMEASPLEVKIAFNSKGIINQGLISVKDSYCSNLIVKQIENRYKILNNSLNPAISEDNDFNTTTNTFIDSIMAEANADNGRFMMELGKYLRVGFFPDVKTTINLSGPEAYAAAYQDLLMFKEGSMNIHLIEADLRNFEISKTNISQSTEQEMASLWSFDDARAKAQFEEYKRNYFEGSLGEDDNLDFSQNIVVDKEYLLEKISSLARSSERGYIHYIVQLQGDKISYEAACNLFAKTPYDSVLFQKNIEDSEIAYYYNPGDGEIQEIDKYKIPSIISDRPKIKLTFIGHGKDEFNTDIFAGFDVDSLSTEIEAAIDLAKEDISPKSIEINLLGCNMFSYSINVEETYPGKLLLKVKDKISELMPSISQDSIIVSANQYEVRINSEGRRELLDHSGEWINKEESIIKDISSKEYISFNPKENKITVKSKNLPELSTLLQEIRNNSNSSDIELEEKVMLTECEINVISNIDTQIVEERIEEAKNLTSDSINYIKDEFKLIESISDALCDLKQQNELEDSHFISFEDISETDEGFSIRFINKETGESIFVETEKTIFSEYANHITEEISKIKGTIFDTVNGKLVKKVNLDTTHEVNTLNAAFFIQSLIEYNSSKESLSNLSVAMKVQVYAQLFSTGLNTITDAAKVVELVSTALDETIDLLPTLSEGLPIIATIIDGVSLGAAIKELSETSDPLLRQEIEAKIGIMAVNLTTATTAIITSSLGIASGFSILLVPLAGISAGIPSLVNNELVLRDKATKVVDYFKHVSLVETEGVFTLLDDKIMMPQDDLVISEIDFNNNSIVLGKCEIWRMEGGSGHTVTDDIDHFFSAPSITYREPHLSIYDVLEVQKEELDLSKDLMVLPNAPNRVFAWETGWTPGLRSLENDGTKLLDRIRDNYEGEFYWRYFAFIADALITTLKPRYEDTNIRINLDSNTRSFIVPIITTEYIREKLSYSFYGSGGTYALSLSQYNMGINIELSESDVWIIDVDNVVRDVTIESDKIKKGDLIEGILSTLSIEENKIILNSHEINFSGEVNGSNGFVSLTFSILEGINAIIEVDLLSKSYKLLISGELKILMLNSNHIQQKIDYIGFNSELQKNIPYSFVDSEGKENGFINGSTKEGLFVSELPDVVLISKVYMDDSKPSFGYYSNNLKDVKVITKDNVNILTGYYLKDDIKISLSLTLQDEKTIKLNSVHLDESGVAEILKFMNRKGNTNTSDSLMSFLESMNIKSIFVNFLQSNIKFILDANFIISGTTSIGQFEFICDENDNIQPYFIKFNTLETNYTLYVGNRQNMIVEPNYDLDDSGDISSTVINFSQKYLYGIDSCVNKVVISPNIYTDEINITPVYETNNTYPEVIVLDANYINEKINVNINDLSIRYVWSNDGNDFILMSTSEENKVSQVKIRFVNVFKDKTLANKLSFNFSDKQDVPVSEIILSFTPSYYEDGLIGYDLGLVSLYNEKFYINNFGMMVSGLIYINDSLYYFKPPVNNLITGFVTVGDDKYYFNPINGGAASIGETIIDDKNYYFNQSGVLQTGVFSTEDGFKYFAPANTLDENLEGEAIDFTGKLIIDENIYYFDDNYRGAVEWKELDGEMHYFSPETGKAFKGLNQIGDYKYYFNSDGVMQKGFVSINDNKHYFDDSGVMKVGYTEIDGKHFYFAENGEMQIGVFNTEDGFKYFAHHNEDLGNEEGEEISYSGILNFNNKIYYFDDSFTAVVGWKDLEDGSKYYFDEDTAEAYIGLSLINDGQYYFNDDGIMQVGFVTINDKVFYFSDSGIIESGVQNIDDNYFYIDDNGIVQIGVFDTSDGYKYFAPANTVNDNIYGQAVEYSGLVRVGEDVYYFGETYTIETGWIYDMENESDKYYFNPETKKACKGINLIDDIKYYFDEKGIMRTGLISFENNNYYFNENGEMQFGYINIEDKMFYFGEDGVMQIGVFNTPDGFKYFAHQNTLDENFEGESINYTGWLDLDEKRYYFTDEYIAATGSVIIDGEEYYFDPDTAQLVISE
* marks the source's active call; other numbers are inactive results; i = inactive; ? = inconclusive; · = no result given. Hits appear at their usual frequency, and some 4.6% of all compounds hit somewhere here.

Molecule,GDH-TPI inh,PfHsp40 rescue,UGM FP inh,BH1578 lux ind,Mtb BioA inh,FBA Mtb inh,Y pestis TopoI,FadD28 FP inh,TcdB inh
O=C(CSCCc1ccccn1)Nc1cccnc1Cl,11,4.2,-3.4,i,-2.1,4,-8,1.0,·
O=c1c2ccccc2nc2sc(Nc3ccc(F)cc3)nn12,9,-0.5,0.0,i,-1.3,3,14,-0.9,-0.2
CCN(CC)c1cc2c(c3c1ccn3C)C1CCC2O1 (stereo unspecified),·,·,·,·,0.2,1,·,-1.5,-16
O=C1CCc2cc(S(=O)(=O)N3CCC(C(=O)NC4CCCC4)CC3)ccc2N1,-7,-0.1,1.1,0.1,2.0,4,-2,1.0,0.5
Cc1nnc(NC(=O)c2ccc(C)c(S(=O)(=O)N3CCOCC3)c2)s1,15,0.3,2.7,i,-1.4,1,5,-0.6,·
CCC(OC(=O)c1ccco1)C(=O)NCc1ccc(OC)cc1 (stereo unspecified),-2,-1.3,-1.1,i,-0.5,4,6,-2.8,-0.9
CCN(CC)CCCCCC(=O)Nc1ccccc1C(=O)Nc1ccccc1,2,-0.6,-1.3,i,-1.4,0,5,1.4,0.1
COC(=O)c1cccc(S(=O)(=O)N2CCC(c3nc4ccccc4o3)CC2)c1,5,0.8,1.6,i,1.8,-1,10,-0.8,0.9
Nc1nc(-c2ccc(F)cc2)cc(C(F)(F)F)n1,11,-1.1,-0.4,i,·,-1,-5,-1.8,·
CCS(=O)(=O)N1Cc2ccccc2CC1C(=O)Nc1cccc(C)c1 (stereo unspecified),3,-1.1,0.0,-0.3,·,-1,4,-3.0,1.4
N#Cc1cccc(S(=O)(=O)NNC(=O)C23CC4CC(CC(C4)C2)C3)c1,-2,-0.4,-3.7,-2.7,-2.2,0,4,-2.6,0.8
Cn1cccc1C(=O)NC(=O)COC(=O)Cc1coc2ccc3ccccc3c12,8,0.8,3.2,-0.4,·,6,-1,-2.7,·
CC(C)Nc1ncnc2c1ncn2[C@H]1CN(Cc2ccco2)C[C@@H](CO)O1,6,·,·,-0.5,0.5,3,0,-1.5,1.5
O=C1CN(C(=O)COC(=O)c2ccccc2NC(=O)c2ccco2)c2ccccc2N1,-2,0.5,1.8,i,2.8,2,24,-1.3,·
Cc1ccccc1C(=O)NC[C@@H]1CCCN2CCCC[C@H]12,3,1.6,-0.8,i,-1.1,0,-1,-2.0,1.7
CN(C)CCCN(C(=O)c1ccco1)c1nc2ccc(Br)cc2s1,8,0.6,-1.6,-0.4,·,3,-15,-3.8,0.6
O=C(c1ccc(-n2cccn2)cc1)N1CCN(c2ncccc2C(F)(F)F)CC1,7,0.1,-2.4,0.6,0.8,4,11,-1.9,0.4
COC(=O)c1ccccc1N1C(=O)C2C(C1=O)[C@H]1C=C[C@@H]2C1 (stereo partly specified),-3,0.6,-2.1,·,0.8,0,-13,-2.8,·
Cc1cc(=O)oc2cc(NS(=O)(=O)c3ccccc3)ccc12,37*,0.0,-1.4,-1.9,0.2,·,6,-1.1,-0.1
Cc1nc2oc3ccc(F)cc3c(=O)c2cc1C(=O)NC(C)(C)C,9,1.4,-1.2,0.8,-0.7,6,9,1.3,0.1

Among those listed so far, four have four or more nitrogen atoms.
Molecule,GDH-TPI inh,PfHsp40 rescue,UGM FP inh,BH1578 lux ind,Mtb BioA inh,FBA Mtb inh,Y pestis TopoI,FadD28 FP inh,TcdB inh
O=c1c2ccccc2nc2sc(Nc3ccc(F)cc3)nn12,9,-0.5,0.0,i,-1.3,3,14,-0.9,-0.2
Cc1nnc(NC(=O)c2ccc(C)c(S(=O)(=O)N3CCOCC3)c2)s1,15,0.3,2.7,i,-1.4,1,5,-0.6,·
CC(C)Nc1ncnc2c1ncn2[C@H]1CN(Cc2ccco2)C[C@@H](CO)O1,6,·,·,-0.5,0.5,3,0,-1.5,1.5
O=C(c1ccc(-n2cccn2)cc1)N1CCN(c2ncccc2C(F)(F)F)CC1,7,0.1,-2.4,0.6,0.8,4,11,-1.9,0.4

Other results
Molecule,GDH-TPI inh,PfHsp40 rescue,UGM FP inh,BH1578 lux ind,Mtb BioA inh,FBA Mtb inh,Y pestis TopoI,FadD28 FP inh,TcdB inh
Cc1ccc(OCC(=O)N(Cc2ccccc2)c2c(N)n(Cc3ccccc3)c(=O)[nH]c2=O)c(C)c1,-8,-0.2,-2.5,-2.6,·,0,22,-3.0,-0.2
CCNc1nc(NCC)nc(N(C)N)n1,3,-0.4,0.4,-0.3,1.5,-3,3,-1.2,·
CC(=O)Nc1ccc(SCc2c(C)noc2C)cc1,6,1.4,-0.8,0.0,-0.4,-1,2,-0.4,-0.6
O=C(CSc1nc2ccc([N+](=O)[O-])cc2[nH]1)NC1CCCCCC1,18,0.5,-0.6,i,7.8,-1,-3,1.7,·
CCC(=O)N(Cc1ccco1)c1nc(-c2cc(OC)ccc2OC)cs1,10,-1.4,0.5,-0.3,·,1,-10,-2.9,·
CCOC(=O)c1c(C)[nH]c(C(=O)N2CCCC(C(=O)c3cccc(OC)c3)C2)c1C (stereo unspecified),8,0.2,2.6,·,·,-1,-8,-2.3,-0.1
O=C(Nc1ccc(N2CCN(C(=O)c3ccccc3)CC2)cc1)c1cc([N+](=O)[O-])ccc1N1CCOCC1,19,-0.6,3.9,-0.2,-0.3,-6,25,-3.1,1.2
CCSc1nnc2c(n1)OC(C)(C)Nc1ccccc1-2,6,-0.2,0.8,-1.9,0.6,-1,-3,0.6,0.1
Cc1ccccc1NC(=S)N1CCCN(Cc2ccc(F)cc2)C1,1,0.4,-0.3,-0.4,0.5,0,6,-1.9,-1.0
Cc1ccccc1OCC(=O)N/N=C/c1ccc([N+](=O)[O-])o1,27,-0.6,-1.3,·,·,-4,0,-0.8,-0.2
CN(C)c1ccc(NC(=O)/C=C/c2ccccc2Cl)cc1,20,1.5,0.4,-0.5,-0.9,2,-5,-1.7,·
Cc1ccc(Nc2nc(N)nc(CN3CCN(Cc4ccc5c(c4)OCO5)CC3)n2)cc1,3,1.1,-3.1,-0.9,1.4,0,0,-0.8,·
CC(=O)N1CC(=O)N=C1SCC(=O)Nc1nc(C)c(-c2ccccc2)s1,8,0.8,0.7,i,0.5,0,7,-4.2,0.4
C/C(=N\NC(=O)c1cccc(F)c1)c1ccc(NC(=O)Cc2ccccc2)cc1,10,-0.3,0.6,0.0,-1.3,-1,-4,-3.5,-1.4
Cc1nc(NC(=O)CSc2ccc(-c3nc4ccccc4[nH]3)cn2)sc1C,22,8.9,-4.2,1.7,·,12,5,-4.0,·
CCOC(=O)Cc1csc(SCc2cc(=O)oc3cc(O)ccc23)n1,15,-0.1,0.9,-0.2,·,3,2,-0.2,·
CCOC(=O)C(=O)Nc1ncc(Cl)s1,18,0.5,4.7,i,-1.5,1,0,-1.8,1.9
COc1ccc2[nH]c(C(=O)N/N=C/c3ccccc3OC)cc2c1,38*,-0.9,0.4,i,2.0,5,-6,-1.9,0.2
O=C(c1ccco1)N1CCCN(Cc2nc(-c3ccc4c(c3)OCO4)no2)CC1,8,2.1,-1.3,8.3,0.5,1,15,-0.1,-0.1
CCOC(=O)CCCNC(=O)c1cncc(Br)c1,5,-1.2,2.3,-0.4,-0.2,1,11,-0.7,·

Molecule,GDH-TPI inh,PfHsp40 rescue,UGM FP inh,BH1578 lux ind,Mtb BioA inh,FBA Mtb inh,Y pestis TopoI,FadD28 FP inh,TcdB inh
Cc1ccc(S(=O)(=O)NCC(=O)N2CCN(c3ccccc3F)CC2)cc1,9,0.0,0.8,i,·,5,4,-1.2,·
O=C(CNS(=O)(=O)c1ccccc1)N1CCN(C(=O)c2ccco2)CC1,-4,-0.9,-1.5,-5.0,-4.3,-3,3,-4.1,0.8
Cc1cccc(C(=O)OCC(=O)c2c(N)n(CC(C)C)c(=O)n(C)c2=O)c1O,13,-0.6,3.9,i,·,-1,8,-1.6,-1.3
CCNC(=O)COC(=O)/C=C/c1ccccc1[N+](=O)[O-],-1,0.7,-0.8,i,-1.0,2,4,-2.0,·
Cn1c(=O)c2c(nc(NCc3ccco3)n2C/C=C/c2ccccc2)n(C)c1=O,-3,0.6,-0.5,1.3,3.1,-1,27,-3.2,·
Nc1c(C(=O)O)cnn1-c1ccccc1,1,-0.5,1.4,-0.6,·,4,-13,-3.1,1.0
O=C(Nc1ccc2c(c1)OCCO2)C1CCN(c2nnnn2-c2ccccc2)CC1,1,-0.8,0.6,1.3,3.2,3,0,-2.0,0.7
O=c1[nH]c2ccccc2cc1-c1nnn(-c2ccc(Cl)c(Cl)c2)n1,18,-1.3,-1.0,i,-1.6,2,2,-3.5,6.8
COc1ccc(/C=C(\NC(=O)c2ccc(C)cc2)C(=O)Nc2c(C)n(C)n(-c3ccccc3)c2=O)cc1,6,3.1,-0.1,-0.2,-0.5,-2,-4,-3.0,1.1
CC(=O)Nc1ccc(S(=O)(=O)NCC(=O)OCC(=O)Nc2sccc2C(N)=O)cc1,3,-0.1,2.7,i,-0.5,6,-4,·,0.4
CSC1=C(C#N)C(CC(C)C)C2=C(CCCC2=O)N1 (stereo unspecified),9,0.7,2.1,3.4,·,3,-9,-7.7,·
CCCCCCNC(=O)c1cc(-c2ccco2)nc2ccccc12,5,1.3,0.4,-1.5,0.6,24,5,1.0,·
COc1c(C)cc(S(=O)(=O)NCCN2CCOCC2)c(C)c1C,10,-1.0,0.4,-0.2,-1.0,0,-5,-1.4,0.6
COc1ccc(O)c(CN2CC3CCC(CC3)C2)c1,-5,-0.7,·,-7.7,-2.0,2,-8,-1.4,-9.7
Cc1ccc(NC(=S)NC2CC3CCC(C2)N3Cc2ccco2)c(C)c1 (stereo unspecified),4,?,-1.8,0.8,·,1,-12,-3.8,·
COc1ccc(Cl)cc1NC(=O)NNC(=O)c1ccccn1,-2,-1.5,-2.5,-0.4,-1.9,-1,-4,-3.5,0.5
O=C(NC1CCCC1)C1C2C=CC(C2)C1C(=O)N1CCOCC1 (stereo unspecified),-5,5.1,0.9,i,0.2,0,10,1.0,·
O=C(NCc1ccncc1)Nc1ccc(F)cc1,-6,0.1,-1.0,-0.1,-0.2,0,-1,-3.4,·
Cc1ccc2c(Cl)c(C(=O)Nc3ccc4c(c3)OCO4)sc2c1,7,0.5,2.1,-0.9,-0.6,-1,0,-2.0,·
N#CC(c1ccccc1)C(CC(=NO)c1ccccc1)c1ccccc1 (stereo unspecified),9,·,·,i,2.4,0,15,-7.0,1.0

Molecule,GDH-TPI inh,PfHsp40 rescue,UGM FP inh,BH1578 lux ind,Mtb BioA inh,FBA Mtb inh,Y pestis TopoI,FadD28 FP inh,TcdB inh
COc1ccc(NC(=S)NCCN2CCOCC2)c(OC)c1,0,0.4,-0.4,-0.4,-6.0,2,-1,0.8,-4.2
Cc1nn(CC(=O)NCCCN2CCCCC2C)c(=O)c2cccn12 (stereo unspecified),-11,-1.0,0.3,-0.3,-1.5,-4,-10,-2.0,0.2
O=C(O)c1cccc(CSc2nnc(COc3ccccc3)o2)c1,10,-1.1,2.2,0.3,0.0,1,4,-1.2,·
CC1CCN(c2nc3c(c(=O)n(C)c(=O)n3C)n2Cc2ccccc2)CC1,-1,0.2,0.9,-0.3,1.6,-1,27,-2.2,0.5
Cc1ccc(CNC(=O)c2ccccc2SCC(=O)NCC2CCCCC2)cc1,3,-2.2,0.4,i,0.2,-1,35,-2.1,·
CCC1(CC)C(=O)C2=C3C1[C@H](C(=O)OC)CC(C(=O)OC)C[C@H]3n1c(=O)n(C)c(=O)n1[C@H]2C (stereo partly specified),3,0.1,-2.1,i,-1.0,2,3,-0.2,0.4

Looked up above.
`O=C(O)c1cccc(CSc2nnc(COc3ccccc3)o2)c1` in BH1578 lux ind is listed with 0.3
`Cc1nn(CC(=O)NCCCN2CCCCC2C)c(=O)c2cccn12` (stereo unspecified) in FBA Mtb inh is listed with -4
`Cc1ccc(CNC(=O)c2ccccc2SCC(=O)NCC2CCCCC2)cc1` in FBA Mtb inh is listed with -1
`COc1ccc(NC(=S)NCCN2CCOCC2)c(OC)c1` in BH1578 lux ind is listed with -0.4

High-throughput results as filed in PubChem.
